PHOSPHO1 block: PubChem AID 1565 | Phosphoethanolamine/phosphocholine phosphatase (Homo sapiens), Q8TCT1 | recombinant PHOSPHO1, absorbance phosphatase assay | inhibition, % at 13.3 µM | 290,000 tested, 1.1% active; in the data active means inhibition above about 60%
Target sequence (Q8TCT1 whole entry, looked up): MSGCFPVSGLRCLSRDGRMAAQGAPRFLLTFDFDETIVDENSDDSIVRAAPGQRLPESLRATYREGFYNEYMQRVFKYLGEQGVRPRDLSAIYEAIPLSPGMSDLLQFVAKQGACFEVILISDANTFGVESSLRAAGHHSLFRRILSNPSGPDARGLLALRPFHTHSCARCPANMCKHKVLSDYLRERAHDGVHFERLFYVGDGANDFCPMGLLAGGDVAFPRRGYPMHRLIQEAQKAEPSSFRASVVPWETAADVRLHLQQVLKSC
GalR3 antag: GalR3 antagonists in HEK293 cells, primary screen, cell-based, fluorescence readout | 360,000 tested, 0.44% active | Galanin receptor type 3 (Homo sapiens), O60755 | HEK293 GalR3-CNG cAMP membrane potential fluorescence; galR3 body fused to GalR1 C-terminus | inhibition, % at 3 µM | AID 651719, 2012;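 active means inhibition above the screen-wide average plus 3 SD, cut at about 13% in these data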;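 further: forskolin and galanin both at EC90 stimulate the cells; cAMP rise reported by CNG channel membrane potential dye signal; 0% = forskolin plus galanin with DMSO and 100% = forskolin alone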
Target sequence (O60755 1-299 limits assumed): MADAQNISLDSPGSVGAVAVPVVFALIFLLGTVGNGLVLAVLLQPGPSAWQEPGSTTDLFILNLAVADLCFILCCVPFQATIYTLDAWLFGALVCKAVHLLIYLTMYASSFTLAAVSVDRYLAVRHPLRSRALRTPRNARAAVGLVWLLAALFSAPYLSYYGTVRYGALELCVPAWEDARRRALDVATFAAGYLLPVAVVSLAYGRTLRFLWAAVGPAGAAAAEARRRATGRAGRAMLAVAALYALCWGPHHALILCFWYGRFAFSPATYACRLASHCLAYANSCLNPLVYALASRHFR
p-CIP stab down: p/CIP-EGFP fusion destabilizers, primary screen, fluorescence, F442A cells; 16 h; decrease of EGFP signal, % at 10 µM; 290,000 tested, 0.01% active;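 active means EGFP signal decrease of at least 30% at 10 µM or well 3 SD below plate mean, unless failing retest; inactive means the rest, including hits failing retest or dose response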; further: some compounds called inactive have numbers as strong as hits; many of its hits are not listed in these tables
MEKK3 PB1 HTS: modulators of MEKK3-MEK5 PB1 binding, primary screen, biochemical, wildtype MEKK3, multiplex bead flow cytometry, Alexa488-MEK5; Mitogen-activated protein kinase kinase kinase 3 (Homo sapiens), Q99759; 290,000 tested, 1.4% active; bead-based flow cytometry, Alexa488-MEK5 binding to MEKK3; actives lie on both sides; 0 = blocked by unlabeled MEK5, 100 = vehicle; binding response (% of control), % at 10 µM;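 active means binding response more than 3 SD above or below the average of its plate-row segment, actives on both sides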;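 further: Alexa488 bead fluorescence after subtracting the streptavidin-only scavenger bead signal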
IDE inh: human IDE inhibitors in live cells, primary screen, fluorescence polarization, HEK cells, FAbetaB substrate | 320,000 tested, 0.41% active | inhibition, % at 5.59 µM | FAbetaB cleavage;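 active means percent inhibition above the average of all tested compounds plus 3 SD, set per screening campaign, cut at about 16% in these data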;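 further: IDE supplied by intact live HEK cells; FP after avidin binding of uncleaved biotin substrate so inhibition keeps polarization high; 0% = DMSO wells and 100% = 60 µM reference IDE inhibitor Ii1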
CHRM4 PAM: human M4 muscarinic receptor positive allosteric modulators, primary screen, CHO-K1 cells, Fluo-8 calcium fluorescence; Muscarinic acetylcholine receptor M4 (Homo sapiens), P08173; CHO-K1 hM4/Gqi5, ACh EC20; 0% = ACh EC20, 100% = maximal ACh; activation, % at 3 µM; 360,000 tested, 0.4% active;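 active means activation above its plate's cutoff, the mean activation of sample wells plus 3 SD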; further: some results filed as inactive read as strong as hits
Target sequence (P08173 whole entry, looked up): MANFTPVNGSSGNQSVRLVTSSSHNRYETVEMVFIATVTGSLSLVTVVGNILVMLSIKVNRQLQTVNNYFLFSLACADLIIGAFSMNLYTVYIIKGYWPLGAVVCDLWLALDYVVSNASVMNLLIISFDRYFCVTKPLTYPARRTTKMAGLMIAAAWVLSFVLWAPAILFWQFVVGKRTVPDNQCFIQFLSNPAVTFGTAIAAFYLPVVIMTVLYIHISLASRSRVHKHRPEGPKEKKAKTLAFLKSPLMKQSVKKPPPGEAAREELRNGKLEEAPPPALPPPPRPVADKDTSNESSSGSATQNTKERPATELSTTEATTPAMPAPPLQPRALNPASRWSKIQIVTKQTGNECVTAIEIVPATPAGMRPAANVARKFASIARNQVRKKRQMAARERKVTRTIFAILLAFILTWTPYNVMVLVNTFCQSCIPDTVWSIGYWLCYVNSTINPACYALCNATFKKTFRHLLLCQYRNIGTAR
IDE cell activ: human IDE activators in live cells, primary screen, fluorescence polarization, HEK cells, FAbeta-B substrate; Insulin-degrading enzyme (Homo sapiens), P14735; activation, % at 5.96 µM; 340,000 tested, 0.073% active; FAbeta-B cleavage; 0% vehicle, 100% cell-free pure enzyme wells;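 active means activation above the mean of all tested compounds plus 3 SD, set per screening campaign, cut at about 17% in these data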
CRFR2-BP ag: agonists of CRF-BP/CRF-R2 complex, primary screen, cell-based, HEK293, calcium dye fluorescence, uHTS; calcium dye fluorescence (FLIPR); percent of saturating CRF peptide response; activation, % at 13.2 µM; 350,000 tested, 0.46% active; AID 588473, 2011;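 active means activation of at least 50%, plus an integration ratio under a set limit after plate pattern correction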;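 further: plate controls were neutral control wells without compound for no effect and CRF at EC100 for full effect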
CRFR2-BP antag: antagonists of CRF-BP/CRF-R2 complex, primary screen, cell-based, HEK293, calcium dye fluorescence, uHTS | 350,000 tested, 0.59% active | CRF-induced calcium fluorescence | inhibition, % at 11.8 µM;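 active means inhibition of the ligand-induced calcium signal above about 50% at the single tested concentration, limit read from the data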
An asterisk follows results filed as active; . = no result given; [ ] = another dose, or the depositor's remark. Not a hit list; any-hit rate near 4.2%.

SMILES	PHOSPHO1 block	GalR3 antag	p-CIP stab down	MEKK3 PB1 HTS	IDE inh	CHRM4 PAM	IDE cell activ	CRFR2-BP ag	CRFR2-BP antag
CCOC(=O)Cn1ncc2c(=O)oc3ccccc3c21	11	0	0	101	3	2	4	2.1	-33
FC(F)(F)c1cccc(CN2CCC(c3cc(-c4cccs4)n[nH]3)CC2)c1	-26	-5	-13	115	-4	-10	3	0.4	-25
COc1cc(/C=C/C(=O)O)cc(S(=O)(=O)Nc2ccccc2SC)c1OC	2	-6	9	94	-2	2	4	0.2	1
CCCN1C2CCCC1CC(NC(=O)NC1CCCCC1)C2 (stereo unspecified)	-8	4	-10	2.0*[inhibitor]	-4	14	0	1.5	-3
CNC(=O)c1csc(-c2ccncc2)n1	-15	-4	-2	99	3	3	0	1.5	-22
COc1c(C)cc(S(=O)(=O)NCc2ccco2)c(C)c1C	52	-5	-14	101	-8	-3	3	-0.2	2
CCN(CC)CCNC(=O)c1ccc(NC(=O)/C=C/c2cc(OC)c(OC)c(OC)c2)cc1	32	-3	-22	101	0	3	1	-2.0	10
CCN(CC(=O)Nc1ccc(S(=O)(=O)N2CCCC2)cc1)Cc1ccccc1	.	-1	.	.	1	-11	2	-1.4	-7
O=C(OCC(=O)N1CCN(C(=O)c2ccco2)CC1)c1cccc(F)c1	.	-6	.	.	-2	6	2	-1.3	7
Cc1cccc(N2CCN(C(=O)NC3CCCCC3)CC2C)c1 (stereo unspecified)	14	-9	1	102	.	-7	2	-0.1	-20
CCCCN(CC)C(=O)C1CCCN(S(=O)(=O)c2cccc3nsnc23)C1 (stereo unspecified)	6	-9	-11	98	7	1	-4	-1.7	9
Cc1[nH]nc2c1C(c1ccccc1F)NC2=O (stereo unspecified)	-20	1	6	111	-3	4	-1	3.0	-6
Cc1cc(OCc2n[nH]c(=S)n2-c2ccccc2)ccc1Cl	-39	0	-10	101	2	2	-12	0.8	-3
CCOC(=O)C1=C(C)NC(=O)NC1c1ccc(N(CC)CC)cc1 (stereo unspecified)	1	2	3	109	0	-4	2	-1.0	8
CC(C)n1c(CN(C)c2ccccc2)nc2ccccc21	.	-10	0	100	1	-2	6	-0.3	12
Cc1ccc(-c2nnc(SCC(=O)N3CCOCC3)nc2-c2ccc(C)cc2)cc1	68*	-4	-18	109	-4	1	0	1.5	4
Cc1ccc(-c2c3c(=O)n(C)c(=O)n(C)c3cn2N2CCOCC2)cc1	-25	5	-18	96	-1	-1	3	0.4	0
OC1(c2ccc3ccccc3c2)CCN(Cc2ccccc2)C1 (stereo unspecified)	10	.	-7	112	-4	-2	6	4.0	-14
CCc1ccc2[nH]c(=O)c(C(c3nnnn3Cc3ccc(OC)cc3)N3CCOCC3)cc2c1 (stereo unspecified)	-11	-5	-2	101	-2	39*	5	-1.0	-43
Cc1cc(C)cc(NC(=O)C(=O)NCCCN2CCCC2=O)c1	.	-2	.	.	2	4	2	0.0	-5
O=C1Nc2c(c(=O)[nH]c(=O)n2-c2ccccc2)C1(Nc1ncccn1)C(F)(F)F (stereo unspecified)	13	-2	-20	97	-3	14	1	-1.0	7
Cc1ccc(S(=O)(=O)N2CCCC(C(=O)Nc3ccc(NC(=O)c4ccccn4)cc3)C2)cc1 (stereo unspecified)	-5	-5	-18	103	-2	2	2	-0.2	22
CN(C)CC1CCCCC1OC(=O)c1ccc(S(=O)(=O)N(C)c2ccccc2)cc1 (stereo unspecified)	-30	-9	-4	101	-2	-14	-2	3.6	-9
O=C(c1ccc(F)cc1)C1CCN(Cc2cn[nH]c2-c2ccccc2)CC1	12	-1	4	78	4	-10	4	0.5	-7
CCSc1nc(-c2ccc(OC)cc2)ccc1C#N	7	-4	11	121	2	-3	0	-1.6	-28
O=C(Nc1nnc(SCc2ccccc2)s1)c1ccco1	-2	-2	-14	102	9	2	4	-1.2	-21
CC(C)(C)c1ccc(C(=O)N2CCNC(=O)C2CC(=O)Nc2ccc(F)cc2)cc1 (stereo unspecified)	14	-2	6	97	0	3	6	2.3	16
CCC(C)NC(=O)c1ccc(-n2c(=S)[nH]c3ccccc3c2=O)cc1 (stereo unspecified)	16	0	-14	101	5	-1	1	2.2	-15
COc1ccc(C(CNC(=O)c2ccc(OCc3cscn3)cc2)N2CCCC2)cc1 (stereo unspecified)	.	-3	.	.	.	-6	.	-0.7	-5
CCOC(=O)C1CCC(CNCc2ccc(Cl)cc2)CC1 (stereo unspecified)	-2	-10	1	107	2	-14	3	-0.8	-1
Cc1ccc(Cn2c(Sc3nccc(C)n3)nc3c2c(=O)[nH]c(=O)n3C)cc1	10	-3	-13	100	6	1	3	-0.1	-2
Cc1cccc(-n2ncc3c(NCc4ccc5c(c4)OCO5)ncnc32)c1	-36	-4	-2	105	-1	-4	1	0.7	-3
CCOc1ccc(/C(O)=C2/C(=O)C(=O)N(CCN(CC)CC)C2c2cccs2)cc1 (stereo unspecified)	0	-6	-2	97	-1	-6	2	-0.8	7
O=C(c1ccco1)n1nc(NCc2ccccc2)nc1NCc1ccccc1	23	-3	-11	104	-2	-5	2	-1.8	20
CCn1cc(CN2CCCC(CNC(=O)COc3ccccc3OC)C2)c(C)n1 (stereo unspecified)	13	-9	6	98	1	4	0	0.0	4
C/C(=N\NS(=O)(=O)c1ccc(C)c([N+](=O)[O-])c1)c1ccc2c(c1)OCO2	-10	4	-8	102	-3	11	1	-1.8	19
O=C(NC1CC1)c1nc(Cn2ccc([N+](=O)[O-])n2)no1	44	-9	-31	96	-2	3	5	0.9	-4
C=CCn1c(SCC(=O)NCC(=O)OCC)nnc1-c1ccccn1	4	-6	-12	100	0	2	4	-0.3	11
Cc1ccc(S(=O)(=O)Cn2nnnc2C(C(C)C)N2CCN(C(=O)c3ccco3)CC2)cc1 (stereo unspecified)	.	0	.	103	0	-2	-3	-0.3	-1
O=C(CSc1nc(-c2ccco2)cc(C(F)(F)F)n1)N1CCN(Cc2ccccc2)CC1	20	2	-21	107	-2	6	1	3.8	-12
CCC1(COC(NC(=O)c2cccnc2)(C(F)(F)F)C(F)(F)F)COC1	15	-3	-9	105	0	5	0	-0.7	3
CC(NC(=O)c1ccc(F)cc1)c1ccccc1 (stereo unspecified)	19	-6	-4	91	-6	7	-2	-0.2	7
O=c1c2ccccc2nnn1COc1cccc2ccccc12	11	-4	4	101	4	-8	4	0.2	5
COc1ccccc1NC(=O)c1cccc(S(=O)(=O)N2CCOCC2)c1	15	-2	6	98	0	13	-4	2.5	11
O=C(CSc1ncn[nH]1)NCCC(c1ccccc1)c1ccccc1	17	2	-2	100	2	-1	1	0.9	-2
O=C(NCCCc1ccncc1)C1CCC(=O)N(Cc2ccc(Cl)cc2)C1 (stereo unspecified)	11	-2	2	101	6	0	3	-0.2	4
Cc1ccc(NC(=O)Nc2c(C)n(C)n(-c3ccccc3)c2=O)cc1	2	-3	4	105	7	0	3	-0.7	-6
N#CC1(C#N)C(c2ccccc2)OC23CCCCC2C1(C#N)C(=N)O3 (stereo unspecified)	-15	2	14	140*	0	-1	3	12	-13

Given as labelled records: part of the list above
SMILES: O=C(CSc1nc(-c2ccco2)cc(C(F)(F)F)n1)N1CCN(Cc2ccccc2)CC1
  PHOSPHO1 block: 20
  GalR3 antag: 2
  p-CIP stab down: -21
  MEKK3 PB1 HTS: 107
  IDE inh: -2
  CHRM4 PAM: 6
  IDE cell activ: 1
  CRFR2-BP ag: 3.8
  CRFR2-BP antag: -12

SMILES: O=C1Nc2c(c(=O)[nH]c(=O)n2-c2ccccc2)C1(Nc1ncccn1)C(F)(F)F (stereo unspecified)
  PHOSPHO1 block: 13
  GalR3 antag: -2
  p-CIP stab down: -20
  MEKK3 PB1 HTS: 97
  IDE inh: -3
  CHRM4 PAM: 14
  IDE cell activ: 1
  CRFR2-BP ag: -1.0
  CRFR2-BP antag: 7

Next part
SMILES	PHOSPHO1 block	GalR3 antag	p-CIP stab down	MEKK3 PB1 HTS	IDE inh	CHRM4 PAM	IDE cell activ	CRFR2-BP ag	CRFR2-BP antag
O=C(O)c1ccc2c(=O)n3c(nc2c1)/C(=C/c1ccccc1Br)CC3	32	-10	7	106	5	-3	4	1.0	25
Cc1ccc(C(=O)COC(=O)CCCC(=O)NC2CCCCC2)cc1[N+](=O)[O-]	-9	1	-6	99	-2	8	-1	1.3	-18
O=C(NCCc1nccs1)C1CCC(=O)N(CCc2ccc(Cl)cc2)C1 (stereo unspecified)	18	-1	-7	105	-2	1	5	-0.2	-8
O=c1c(-c2ccccc2)nc(-c2ccccc2)cn1O	6	-3	-9	97	-1	2	2	-0.5	-1
Cc1cc(NC(=O)c2noc3c2CCc2ccccc2-3)no1	-2	.	-10	.	-2	8	1	0.4	-36
COc1ccc(/C=N\NC(=O)COc2ccc(Cl)cc2Cl)c(C(=O)O)c1OC	-14	9	-7	106	-2	2	3	-0.3	14
COCCC(=O)Nc1ccc2c(c1)CN(C(=O)CSC)CC2	32	4	-10	88	2	-9	3	-0.2	-4
CCC(C)(C)NC(=O)c1sccc1Oc1ccc(F)cc1[N+](=O)[O-]	36	-6	-11	99	-6	-4	5	-1.8	-1
CCOC(=O)CSc1nc(-c2ccccc2)nc2ccccc12	0	-2	3	106	-1	-14	4	3.0	-2
CC1(C)CC(=O)C=C(NCCc2c[nH]c3ccccc23)C1	46	-4	-14	104	4	-5	.	0.2	11
N#CCCN1CCN(S(=O)(=O)c2ccc(S(=O)(=O)N3CCCC3)cc2)CC1	-14	-1	3	95	3	-5	4	-1.5	15
Cc1cc(C)nc(/N=C(\N)Nc2ccc3c(c2)OCCO3)n1	37	-7	-10	104	-1	-2	-4	28	-8
Cc1nc2c(-c3ccccc3)c(C)nn2c(C)c1CC(=O)O	24	-4	4	101	7	-4	6	-0.5	-4
Brc1ccc(-c2cnc3n2CCCC3)cc1	-30	-3	4	103	-5	5	5	-0.7	-3
COc1cc(C(O)P(=O)(OC(C)C)c2ccc(N(C)C)cc2)cc(OC)c1OC (stereo unspecified)	4	-2	6	101	1	2	1	0.9	10
CCc1ccc(C(=O)COC(=O)c2ccc(Cl)nc2)cc1	32	-7	-2	85	3	6	.	2.5	-20
CCNc1nc2c(c(=O)[nH]c(=O)n2C)n1Cc1ccc(F)cc1	-18	0	7	102	-1	-7	6	-1.8	-1
CC(=O)Nc1ccc(S(=O)(=O)NCCC(=O)Nc2cc(C)ccn2)cc1	.	-7	.	.	-8	18	-1	0.0	2

Six records picked at random from the list so far:
SMILES	PHOSPHO1 block	GalR3 antag	p-CIP stab down	MEKK3 PB1 HTS	IDE inh	CHRM4 PAM	IDE cell activ	CRFR2-BP ag	CRFR2-BP antag
Brc1ccc(-c2cnc3n2CCCC3)cc1	-30	-3	4	103	-5	5	5	-0.7	-3
CC(=O)Nc1ccc(S(=O)(=O)NCCC(=O)Nc2cc(C)ccn2)cc1	.	-7	.	.	-8	18	-1	0.0	2
CCNc1nc2c(c(=O)[nH]c(=O)n2C)n1Cc1ccc(F)cc1	-18	0	7	102	-1	-7	6	-1.8	-1
CCc1ccc(C(=O)COC(=O)c2ccc(Cl)nc2)cc1	32	-7	-2	85	3	6	.	2.5	-20
Cc1nc2c(-c3ccccc3)c(C)nn2c(C)c1CC(=O)O	24	-4	4	101	7	-4	6	-0.5	-4
COc1cc(C(O)P(=O)(OC(C)C)c2ccc(N(C)C)cc2)cc(OC)c1OC (stereo unspecified)	4	-2	6	101	1	2	1	0.9	10
